TEAD-YAP inh: TEAD-YAP interaction inhibition | HEK-TIYL cells, TEAD-Gal4/YAP UAS-luciferase luminescence | inhibition, % at 9.12 µM | 640,000 compounds, 1.4% hits; in the data active = inhibition above about 32%;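 note: 0% = median of test compound wells and 100% = reference inhibitor wells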
FBW7 act: activators of human E3 ligase FBW7. normalized activity (activation), % at 26.1 µM. AlphaScreen FBW7–phospho-cyclin E peptide binding, activator screen. AID 1259310. Q969H0. 650,000 compounds, 0.13% hits; in the data active = normalized activity above about 1.9%;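 note: purified mutant Fbw7 with reduced substrate affinity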
GPR151 ag: human GPR151 activation; 650,000 compounds, 1% hits; PathHunter beta-arrestin GPR151 cells, luminescence; Q8TDV0; activation, % at 11.2 µM; in the data active = activation above about 4.9%;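 note: 0% = median of compound wells and 100% = cells with positive control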
Target sequence (Q8TDV0 whole entry, looked up): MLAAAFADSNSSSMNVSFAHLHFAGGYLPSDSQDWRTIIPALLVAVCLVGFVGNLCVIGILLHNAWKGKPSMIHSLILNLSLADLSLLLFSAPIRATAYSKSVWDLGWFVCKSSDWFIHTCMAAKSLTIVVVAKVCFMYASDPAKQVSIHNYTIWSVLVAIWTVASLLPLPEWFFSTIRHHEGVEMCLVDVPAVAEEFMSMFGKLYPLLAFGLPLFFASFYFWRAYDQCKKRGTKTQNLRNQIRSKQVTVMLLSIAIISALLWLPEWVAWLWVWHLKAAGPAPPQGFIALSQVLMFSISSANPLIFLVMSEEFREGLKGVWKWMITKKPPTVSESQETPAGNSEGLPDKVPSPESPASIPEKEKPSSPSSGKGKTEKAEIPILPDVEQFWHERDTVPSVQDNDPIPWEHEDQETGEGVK
MITF primary: inhibitors of human MITF | inhibition, % at 2.6 µM | AlphaScreen MITF homodimerization, bead proximity signal | AID 1259374 | O75030 | 650,000 compounds, 0.91% hits; in the data active = inhibition above about 50%;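 note: 0% = vehicle wells with protein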
Target sequence (O75030 whole entry, looked up): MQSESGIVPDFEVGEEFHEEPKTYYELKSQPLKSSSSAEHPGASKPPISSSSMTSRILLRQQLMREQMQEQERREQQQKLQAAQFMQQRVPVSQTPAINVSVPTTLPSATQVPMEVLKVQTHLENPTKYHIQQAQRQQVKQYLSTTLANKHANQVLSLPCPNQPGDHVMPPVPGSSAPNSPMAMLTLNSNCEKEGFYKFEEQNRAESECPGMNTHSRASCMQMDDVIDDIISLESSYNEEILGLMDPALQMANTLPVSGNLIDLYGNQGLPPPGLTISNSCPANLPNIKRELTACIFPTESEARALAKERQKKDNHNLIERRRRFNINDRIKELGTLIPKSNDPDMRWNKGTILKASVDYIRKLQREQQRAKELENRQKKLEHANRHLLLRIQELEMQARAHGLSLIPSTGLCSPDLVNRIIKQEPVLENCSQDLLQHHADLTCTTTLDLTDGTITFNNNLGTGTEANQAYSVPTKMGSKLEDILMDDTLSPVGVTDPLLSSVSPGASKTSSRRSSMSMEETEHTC
* marks the source's active call; other numbers are inactive results; · = not tested or not shown.

SMILES | TEAD-YAP inh | FBW7 act | GPR151 ag | MITF primary
Cn1ccnc1SCCNC(=O)CC1C(=O)NCCN1Cc1ccc(F)cc1Cl (stereo not given) | -10 | 0.2 | 1.2 | 14
CCCc1cc(=O)[nH]c2nnc(SCC(=O)N3CCN(c4ccccc4)CC3)n12 | 4 | 0.0 | -1.8 | -9
O=C(NC1(C(F)(F)F)N=C2SCCN2C1=O)C1CCCCC1 (stereo not given) | 0 | -0.1 | 1.2 | -5
CCC(=O)Nc1cnc(NC(=O)c2cccc(F)c2)cc1C | -43 | 0.1 | -4.5 | 4
Cc1cc(-c2n[nH]c(=S)n2-c2ccc(F)cc2)nn1C | -2 | 0.0 | -0.2 | -2
COc1ccc(NC(=O)Cn2cnc3sc(C(=O)O)c(C)c3c2=O)cc1 | -3 | 0.3 | -1.7 | -8
Cc1cccc(NC(=O)N2CC(c3nc(C4CC4)no3)C2)c1 | -33 | -0.1 | -1.2 | -1
CC(=O)NC1=NN(C(C)=O)C2(CCSc3ccc4ccccc4c32)S1 (stereo not given) | -2 | 0.0 | 0.5 | -8
COc1ccc(CCN2C(=O)C3CC(C)=C(C)CC3C2=O)cc1OC (stereo not given) | -2 | 0.0 | 1.1 | 9
CN(C)c1cccc(Nc2cc(N)nc(N)n2)c1 | 4 | -0.1 | 1.1 | 12
Cc1[nH]n(C(N)=S)c(=O)c1C(c1ccc([N+](=O)[O-])cc1)C(C#N)C#N (stereo not given) | 1 | -0.2 | 0.3 | 6
COCCN(C(=O)C(F)(F)F)C(C(=O)NC1CCCCC1)c1ccc(C)s1 (stereo not given) | 3 | -0.1 | 0.2 | -1
CN(C)c1ncnc2c1C(c1ccccc1)c1c(ncnc1N(C)C)O2 | -6 | 0.1 | -2.8 | -3
CCOC(=O)CNC(=O)c1c(-c2ccccc2Cl)noc1C | 7 | 0.0 | 0.9 | -3
Cc1ccc(C2(O)CC3CCC(C2)N3C(=O)c2ccncc2)cc1 (stereo not given) | 4 | -0.1 | 0.7 | -2
O=C1c2cc3ccccc3c(-c3ccccc3)c2C(=O)N1c1cccc(O)c1 | 3 | 0.7 | 0.9 | 4
O=C1CCCN1CCCN1C(=O)CCC1CCNCc1ccc2ccccc2c1 (stereo not given) | 6 | 0.1 | -0.6 | 4
Cc1cc(C)cc(NC(=O)CN2CCc3ccccc3C2)c1 | 3 | -0.1 | 0.4 | 69*
COc1ccc(N(C(=O)C(C)C)S(=O)(=O)c2cccc3cccnc23)cc1 | 2 | -0.1 | 0.0 | 11
COc1ccc(C2Nc3ccccc3C(=O)N2Cc2ccco2)cc1COc1ccc([N+](=O)[O-])c(C)c1 (stereo not given) | 3 | -0.1 | -1.1 | 3
Cn1c(Cc2ccccc2)nnc1SC1CCOC1=O (stereo not given) | -2 | 0.0 | -2.0 | -5
COCCn1c2ccccc2n2c(=O)n(CC(N)=O)nc12 | 1 | 0.5 | -0.1 | 1
O=C(Cc1c(F)cccc1Cl)Nc1cc(C(=O)N2CCN(Cc3ccccc3)CC2)ccc1N1CC2CC(C1)c1cccc(=O)n1C2 (stereo not given) | -4 | -0.1 | 1.2 | -6
Cc1ccc(-c2nc3ncccc3o2)cc1NC(=S)NC(=O)c1oc2ccccc2c1C | 0 | 0.1 | 0.7 | 6
CCOC(=O)CC(NS(=O)(=O)c1ccc(NC(C)=O)cc1)c1ccc(C)cc1 (stereo not given) | 5 | 0.0 | -0.1 | -9
CC(C)(C)c1ccc(C(=O)NNC(=O)c2ccc(-c3ccccc3)cc2)cc1 | -17 | 0.5 | 0.5 | -3
O=C1c2ccccc2C(=O)N1Cc1cc(Cl)c2cccnc2c1O | 9 | -0.1 | 0.7 | 9
Cc1cnc(C(=O)OCC(=O)NC(=O)Nc2ccc3c(c2)OCCO3)cn1 | -19 | 0.1 | -2.8 | -4
CC(=O)N1C(c2ccccc2OC(=O)c2ccc(Cl)nc2)C[C@]2(C)CC(=O)NC12 (stereo not given in full) | 5 | 0.2 | 2.3 | 11
Cn1c(CS(=O)(=O)c2ccccc2)c(C#N)c2ccccc21 | 34* | 0.0 | 0.9 | -11
COCCN1CCN(Cc2nc(-c3ccccn3)no2)CC1 | -6 | 0.0 | -0.4 | 11
Fc1cccc(Cl)c1CSc1cc(N2CCOCC2)ncn1 | -51 | 0.2 | 4.7 | 7
CC1CN(S(=O)(=O)c2cccc(F)c2)CC(C)O1 (stereo not given) | 4 | 0.0 | 0.9 | 0
O=C1c2cccnc2C(=O)N1CCc1ccc(S(=O)(=O)N2CCCCC2)cc1 | -2 | 0.4 | 3.4 | 11
CCOC(=O)c1sc(N2C(=O)C(=O)/C(=C(/O)c3ccc(C)cc3)C2c2ccc(C)cc2)nc1C (stereo not given) | 7 | 0.1 | -0.1 | -30
Cc1cc(Br)ccc1NC(=O)C(=O)NCc1cccs1 | -15 | 0.0 | 1.8 | -2
COc1ccc(Nc2nc(-c3cc4c(ccc5ccccc54)oc3=O)cs2)cc1 | -3 | 0.0 | -0.1 | 2
Cc1[nH]nc2c1C1(CCOC1C)C(C#N)=C(N)O2 (stereo not given) | 4 | 0.1 | -1.4 | 26
COCCNC(=O)c1ccc(-c2ccc(OCOC)cc2)nc1NCC1CC1 | 1 | 1.2 | -0.6 | 18
FC(F)(F)c1ccccc1CN1CCN(C2CCCCCC2)CC1 | 8 | -0.1 | 0.5 | 78*

Part of the list above in order of molar mass, falling:
SMILES | TEAD-YAP inh | FBW7 act | GPR151 ag | MITF primary
CC(=O)N1C(c2ccccc2OC(=O)c2ccc(Cl)nc2)C[C@]2(C)CC(=O)NC12 (stereo not given in full) | 5 | 0.2 | 2.3 | 11
O=C1c2cccnc2C(=O)N1CCc1ccc(S(=O)(=O)N2CCCCC2)cc1 | -2 | 0.4 | 3.4 | 11
CC(C)(C)c1ccc(C(=O)NNC(=O)c2ccc(-c3ccccc3)cc2)cc1 | -17 | 0.5 | 0.5 | -3
Cn1c(CS(=O)(=O)c2ccccc2)c(C#N)c2ccccc21 | 34* | 0.0 | 0.9 | -11
COCCn1c2ccccc2n2c(=O)n(CC(N)=O)nc12 | 1 | 0.5 | -0.1 | 1

Rewritten as tab-separated lines: entries from further up
compound	TEAD-YAP inh	FBW7 act	GPR151 ag	MITF primary
COc1ccc(NC(=O)Cn2cnc3sc(C(=O)O)c(C)c3c2=O)cc1	-3	0.3	-1.7	-8
Cc1cc(Br)ccc1NC(=O)C(=O)NCc1cccs1	-15	0.0	1.8	-2
Cc1cc(-c2n[nH]c(=S)n2-c2ccc(F)cc2)nn1C	-2	0.0	-0.2	-2
O=C(NC1(C(F)(F)F)N=C2SCCN2C1=O)C1CCCCC1 (stereo not given)	0	-0.1	1.2	-5

(next part)
SMILES | TEAD-YAP inh | FBW7 act | GPR151 ag | MITF primary
Cc1cc(NS(=O)(=O)c2ccc3c(c2)CCN3C(=O)C2CC2)ccc1Br | 11 | 0.6 | 0.3 | 10
O=C(NC1CCCC1)C1=CCN(S(=O)(=O)c2ccc(Br)cc2)CC1 | 3 | -0.2 | 2.5 | -5
COc1ccccc1NC(=O)Cn1nnc(-c2ccccc2NC(=O)c2ccco2)n1 | 1 | -0.2 | 1.2 | 3
O=[N+]([O-])c1cccc(-c2nc(-c3ccccc3)nc(-c3ccccc3)n2)c1 | 4 | 0.0 | 4.9 | -4
COCCn1c(=NC(=O)c2ccc(Cl)s2)sc2cc([N+](=O)[O-])ccc21 | -14 | -0.1 | 1.9 | -3
O=C(Cc1cccs1)Nc1nnc(C23CC4CC(CC(C4)C2)C3)s1 | 2 | 0.2 | 0.8 | 1
O=C(C1CN(c2nc3c(F)cccc3s2)C1)N1CCc2ccccc21 | -3 | 0.3 | -1.1 | 4
CC(=O)c1ccc(NC(=O)c2ccc(NS(=O)(=O)c3cccs3)cc2)cc1 | -7 | 0.0 | -0.2 | -9
O=C(/C=C/c1ccccn1)N1CCc2nnc(Cc3ccccc3)n2CC1 | 4 | 0.0 | -0.3 | 4
O=C(CN1CCC(NC(=O)c2ccccc2)CC1)NCc1ccccc1F | 4 | 0.1 | 2.4 | 10
COc1ccc(CCNc2nc(N3CCN(c4ccccn4)CC3)nc3c2ncn3-c2ccsc2)cc1 | 3 | -0.1 | 1.5 | 0
CC(NC(=O)[C@@H](c1ccccc1)N1Cc2ccccc2C1=O)c1cccs1 (stereo not given in full) | 0 | -0.4 | 2.1 | -4
COc1ccc(-c2csc(N3N=C(c4ccc(F)cc4)CC3c3ccc(C(C)C)cc3)n2)cc1F (stereo not given) | -6 | 0.0 | -0.5 | -6
CCn1c(SCC(=O)Nc2ccc(F)cc2F)nc2cc(-c3ccccc3)sc2c1=O | 2 | -0.1 | -1.5 | -14
CC(C)Cn1c(C(CNc2ccc(F)cc2)CC(=O)O)nc2ccccc21 (stereo not given) | 10 | 0.0 | 1.7 | 1
CC1=CC(=C2C(=O)c3ccccc3C2=O)C=C(C)N1CCO | -51 | -0.1 | -2.0 | -3
C=CCn1c(NCc2ccc(N(CC)CC)cc2)nc2ccccc21 | 10 | -0.1 | -0.9 | 11
CN1CCN(/N=C2\C(=O)Nc3ccccc32)CC1 | 2 | -0.1 | -1.4 | 16
Clc1ccc(-c2nnc(COc3nncc4ccccc34)o2)cc1 | -2 | 0.0 | 0.3 | -6
Cn1ncc2c(NC34CC5CC(CC(C5)C3)C4)ncnc21 | -6 | 0.1 | -0.6 | -1
O=C(O)c1ccc(N2C(=O)CC(N3CCC(c4nc5ccccc5[nH]4)CC3)C2=O)cc1 (stereo not given) | 3 | 0.0 | 0.7 | -2
O=C1Nc2ccccc2N(O)N1c1ccccc1O | 1 | 0.1 | 1.4 | 0
Cc1ccnc(N2CCCC(C(=O)Nc3ccc(C)c(F)c3)C2)n1 (stereo not given) | -17 | 0.1 | 0.1 | 21
O=C(NCc1cccc(C(F)(F)F)c1)c1cccc(N2CCC(N3CCOCC3)CC2)n1 | 36* | -0.1 | 1.8 | -9
Cn1c(=O)cc(NCCCn2ccnc2)n(Cc2ccc(F)cc2F)c1=O | -19 | -0.2 | 3.1 | 1
Cc1nc(NCCNC(=O)c2ccccc2)cc(N2CCOCC2)n1 | 4 | 0.4 | 0.8 | -4
CCCN1CCN(c2ncnc3sc(C(=O)NC4CCCCC4)c(C)c23)CC1 | 3 | 0.0 | 1.6 | 3
Cc1ccc(NC(=O)c2c(O)c3ccccc3[nH]c2=O)cc1 | -4 | 0.1 | -0.7 | 13
Cc1ccc(S(=O)(=O)N(CCO)c2cc3c(s2)CCCC3)cc1 | -6 | -0.4 | 0.1 | 2
COc1cc(/C=N/NC(=O)Cc2n[nH]c(=O)[nH]c2=O)ccc1O | -2 | -0.2 | 0.1 | -8
CC1CN2C(=O)Cc3c(S(=O)(=O)N4CCN(C)CC4)ccc(c32)S1 (stereo not given) | 13 | 0.2 | -0.2 | 2
CC(=O)Nc1ccc(Nc2ccnc(-c3c(C)nn(C)c3C)n2)cc1 | 54* | -0.1 | 3.5 | -1
O=C(O)c1ccc(-n2cc(C(=O)c3ccccc3O)cn2)cc1 | -13 | -0.1 | -4.6 | -5
COC(=O)C1CCCCN1C(=O)CCc1nnc(Cc2cccc(C)c2)o1 (stereo not given) | -57 | -0.2 | -1.4 | 2
COc1cc([N+](=O)[O-])ccc1-n1c(=O)c2ccccc2c2ccccc2c1=O | 5 | 0.1 | 0.5 | 4
O=C1NN(c2cccc(Cl)c2)C(=O)/C1=C/c1ccccc1O | -8 | -0.2 | 2.2 | 8
CC(OC(=O)c1nsc(Cl)c1Cl)C(=O)NCc1ccc2c(c1)OCO2 (stereo not given) | -11 | 0.0 | -0.4 | -3
CCOC(=O)c1cc([N+](=O)[O-])sc1NC(=O)c1ccc(S(=O)(=O)N2CCCc3ccccc32)cc1 | 2 | -0.2 | -0.4 | -9
CCCCC/C=C\C/C=C\C/C=C\C=C\[C@@H]1CCCC(=O)O1 | · | · | 0.5 | 1
CN1CCN(NC(=O)c2cc3c(s2)CCCC3)CC1 | 3 | -0.1 | 0.8 | -1
Cc1ccccc1NC(=O)CSc1nnc(C)c2ccccc12 | -5 | -0.3 | -0.1 | -11
Cc1ccc2c(-c3csc(N)n3)c(C)[nH]c2c1 | 19 | -0.3 | 1.5 | 3
COc1ccc(/C=C2\N=C(c3ccc(OC)cc3Br)OC2=O)cc1 | -8 | -0.1 | 3.5 | -6
Cc1ccccc1C(=O)N1CCC(n2nccc2NC(=O)CCOc2ccccc2)CC1 | -23 | 0.1 | -0.2 | 13
COc1cccc(C2C(C#N)=C(N)SC(N)=C2C#N)c1 | -16 | 0.1 | 0.6 | -4
COc1cc(C2C3=C(CC(C)(C)CC3=O)N(C)C3=C2C(=O)CC(C)(C)C3)ccc1O | -2 | 0.0 | -1.0 | 0
O=S(=O)(NCC1(c2ccccc2)CCOCC1)c1cc(Cl)ccc1Cl | -2 | 0.8 | 0.2 | 12
CC(/C=N/N1CCN(Cc2ccc(Cl)cc2)CC1)=C\c1ccco1 | 2 | -0.1 | -0.1 | -4
CC(C)n1cc(/C=C2/NC(=O)N(Cc3ccccc3F)C2=O)c2ccccc21 | 6 | 0.1 | 1.8 | 13
O=C(/C=C/c1ccccc1)NNC(=O)c1cccs1 | -11 | 0.1 | 3.2 | -6
CCCCOc1ccc(NC(=O)CSc2nc3ccc(NC(=O)c4ccc(OCCCC)cc4)cc3s2)cc1 | -10 | 0.1 | 1.5 | 9
CCOC(=O)C1=C(N)N(c2ccc(S(N)(=O)=O)cc2)C2=C(C(=O)CCC2)C1c1cc(Br)cs1 (stereo not given) | -17 | -0.1 | 2.0 | -2
O=C(Cn1nc(-c2ccccc2F)ccc1=O)NCc1ccccc1F | 1 | -0.1 | 1.6 | 5
CCOc1ccc(S(=O)(=O)NCc2ccc3c(c2)OCO3)cc1C | 4 | -0.1 | -1.1 | 7

Source: PubChem BioAssay
